Dyrk1A ADPGlo = rat Dyrk1A kinase inhibitors, primary screen, biochemical, single point, plate reader; 310,000 tested, 0.43% active; AID 504441, 2011; Dual specificity tyrosine-phosphorylation-regulated kinase 1A (Rattus norvegicus), Q63470; inhibition, % at 12.5 µM; ADP-Glo luminescence, NFATc1 peptide; in the data active = inhibition above about 50%;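 also: plate controls were vehicle with enzyme for no effect and no enzyme for full effect; many of its hits are not listed in these tables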
KCNK3 inh = human KCNK3 channel inhibitors, primary screen, CHO cells, FluxOR thallium flux, B-score; AID 602410, 2012; B-score at 10 µM; Potassium channel subfamily K member 3 (Homo sapiens), O14649; FluxOR fluorescence; active compounds read low; 340,000 tested, 0.84% active;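 active = B-score under library mean minus 4 SD, starting fluorescence ratio at most library mean plus 5 SD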;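 also: more negative B-score means stronger inhibition of thallium flux through KCNK3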
ANO1 activ = TMEM16A chloride channel activators or potentiators, primary screen, cell-based, HTS. Anoctamin-1 (Mus musculus), Q8BHY3. HEK293 TMEM16A/YFP-H148Q/I152L, iodide quench fluorescence; active compounds read low. B-score at 10 µM. 340,000 tested, 0.3% active. AID 623877, 2012;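 active = fluorescence-ratio B-score plate-corrected deviation score at least 3 library SD below zero, with starting fluorescence score within 5 deviations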;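 also: channel opened by trigger with iodide after compound preincubation; score built on the fluorescence ratio of max minus min over baseline; more negative score means more quench and so TMEM16A activation or potentiation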
KCNK9 block = KCNK9 potassium channel inhibitors, primary screen, HEK293 cells, thallium flux | Potassium channel subfamily K member 9 (Homo sapiens), Q9NPC2 | FluxOR thallium flux fluorescence; active compounds read low | 310,000 tested, 1.2% active | B-score at 10 µM;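 active = ratio B-score over 3 SD below the library mean, with starting fluorescence within 5 SD of its mean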;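 also: negative B-score means less thallium flux so channel inhibition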
KCNQ1 pot = potentiators or activators of KCNQ1 channel, primary screen, cell-based, thallium flux, high-throughput. Potassium voltage-gated channel subfamily KQT member 1 (Homo sapiens), P51787. CHO-K1 KCNQ1, thallium flux FluxOR fluorescence; active compounds read high. AID 2648, 2010. B-score at 10 µM. 310,000 tested, 0.35% active;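 active = fluorescence ratio B-score, a plate-corrected score, at least three library SD, with initial intensity B-score within 5 SD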
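Assay system: CHO-K1 cells stably expressing KCNQ1; Medium: assay buffer with matched DMSO; Also added: K+/Tl+ depolarizing stimulus; Dosing: single dose; Timing: dye 90 min, compound 20 min, room temperature; Measured by: kinetic FluxOR thallium fluorescence, 10-s 1-Hz baseline, 110-s post-stimulus read; Read-out: peak-minus-minimum fluorescence over initial fluorescence, negative-control normalized, B-scored.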
KCNQ1 inh = inhibitors of human KCNQ1 channel, primary screen, cell-based, thallium flux, high-throughput; B-score at 10 µM; CHO-K1 KCNQ1, FluxOR thallium flux fluorescence; active compounds read high; 310,000 tested, 1.3% active; Potassium voltage-gated channel subfamily KQT member 1 (Homo sapiens), P51787;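 active = compounds whose thallium flux B-score, printed positive for inhibition, exceeds three library SD while starting fluorescence stays within three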;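 also: channel opened by potassium depolarization with thallium stimulus after 20 min compound exposure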
TRPC4 act = activators of mouse TRPC4 channel, primary screen, Fluo4 calcium, HEK293 TRPC4beta/mu-opioid cells | Short transient receptor potential channel 4 (Mus musculus), Q9QUQ5 | Fluo4 calcium fluorescence; active compounds read high | B-score at 10 µM | 310,000 tested, 0.49% active | AID 2237, 2010;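 active = B-score above 5 SD of library B-scores, and initial fluorescence ratio not above library mean plus 5 SD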;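 also: positive B-score marks a calcium rise read as TRPC4 activation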
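Assay system: HEK293 stable line with TRPC4beta plus mu-opioid receptor. Times: dye 45 min RT, read 110 s. Measured by: kinetic Fluo4 calcium fluorescence. Measure: B score of integrated ratio. Controls: assay buffer as low control, maximal DAMGO as high control.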
TMEM16A inh = TMEM16A chloride channel inhibitors, primary screen, cell-based, HTS. 310,000 tested, 1.2% active. AID 588511, 2011. normalized B-score (activity score, 25-100; higher = stronger inhibition) at 10 µM. Anoctamin-1 (Mus musculus), Q8BHY3. HEK293 TMEM16A/YFP iodide influx fluorescence, ionomycin;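 active = ratio plate-corrected score three or more library SD toward inhibition, starting fluorescence score within five deviations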;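 also: score derived from kinetic fluorescence span divided by baseline fluorescence per well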
TRPC4 potent = positive allosteric modulators of TRPC4, primary screen, cell-based, mouse TRPC4beta, HEK293 mu-opioid, Fluo-4 calcium; Short transient receptor potential channel 4 (Mus musculus), Q9QUQ5; DAMGO EC20, Fluo-4 Ca2+ flux; active compounds read high; B-score at 10 µM; 310,000 tested, 0.42% active; AID 2227, 2009;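 active = B-score of calcium response area above 5 SD of library B-scores, with initial fluorescence ratio within 5 SD of library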;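 also: B-score of integrated fluorescence ratio over time as area under calcium response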
hERG protect = hERG rescue from dofetilide block, primary screen, cell-based, CHO-hERG, FluxOR thallium flux, dofetilide IC70; Voltage-gated inwardly rectifying potassium channel KCNH2 (Homo sapiens), Q12809; activation (rescue from dofetilide block), less the hit threshold, % at 10 µM; 310,000 tested, 0.51% active; dofetilide IC70 present; AID 1511, 2009;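 active = activation above the mean of controls blocked by dofetilide plus 5 SD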;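 also: thallium influx through hERG after potassium depolarization seen as dye fluorescence rise; in these data hits start at about 4.7%; inactives centre near -7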
Target sequence (Q12809 whole entry, looked up): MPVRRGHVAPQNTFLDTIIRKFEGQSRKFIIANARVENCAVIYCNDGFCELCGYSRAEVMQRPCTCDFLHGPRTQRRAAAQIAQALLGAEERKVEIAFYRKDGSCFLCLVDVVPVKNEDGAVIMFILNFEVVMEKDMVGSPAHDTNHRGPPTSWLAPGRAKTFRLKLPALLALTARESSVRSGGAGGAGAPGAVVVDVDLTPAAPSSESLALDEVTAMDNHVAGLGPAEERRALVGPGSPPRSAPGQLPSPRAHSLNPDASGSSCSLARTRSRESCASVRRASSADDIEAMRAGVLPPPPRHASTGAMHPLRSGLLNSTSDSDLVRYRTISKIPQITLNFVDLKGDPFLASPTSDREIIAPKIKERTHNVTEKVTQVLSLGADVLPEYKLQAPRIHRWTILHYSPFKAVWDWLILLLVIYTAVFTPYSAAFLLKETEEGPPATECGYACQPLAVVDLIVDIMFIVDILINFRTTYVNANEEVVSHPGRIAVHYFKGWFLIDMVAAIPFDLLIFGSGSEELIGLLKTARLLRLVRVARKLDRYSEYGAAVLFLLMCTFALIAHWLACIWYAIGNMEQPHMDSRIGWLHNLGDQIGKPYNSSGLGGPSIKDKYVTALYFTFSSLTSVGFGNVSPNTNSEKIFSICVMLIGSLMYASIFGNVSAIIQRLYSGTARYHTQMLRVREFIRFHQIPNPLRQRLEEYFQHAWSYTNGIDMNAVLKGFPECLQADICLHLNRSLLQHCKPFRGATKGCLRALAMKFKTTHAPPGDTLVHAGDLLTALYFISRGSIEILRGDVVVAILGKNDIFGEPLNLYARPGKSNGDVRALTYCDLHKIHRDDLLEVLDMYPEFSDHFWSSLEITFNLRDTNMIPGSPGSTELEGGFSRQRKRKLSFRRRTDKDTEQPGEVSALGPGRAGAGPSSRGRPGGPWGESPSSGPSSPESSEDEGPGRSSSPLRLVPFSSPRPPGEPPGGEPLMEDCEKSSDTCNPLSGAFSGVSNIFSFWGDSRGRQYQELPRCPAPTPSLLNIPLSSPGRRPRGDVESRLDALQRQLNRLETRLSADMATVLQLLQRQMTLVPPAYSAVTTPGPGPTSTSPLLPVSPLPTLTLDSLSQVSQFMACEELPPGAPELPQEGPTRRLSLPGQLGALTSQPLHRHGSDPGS
HDAC3 inh = HDAC3 deacetylase inhibitors, primary screen, biochemical, fluorescence, cell-free homogeneous | Histone deacetylase 3 (Homo sapiens), O15379 | recombinant HDAC3, fluorogenic peptide/trypsin coupled | inhibition, % at 8.3 µM | 320,000 tested, 0.15% active | AID 2718, 2010; in the data active = inhibition above about 26%, passing the limit was not always enough; inconclusive = no clear call, values can overlap the other calls
The depositor's hits bear a star; i = inactive; ? = inconclusive; . = no result given. A portion of the library. The share of hits here may be higher or lower than overall.

The line under a structure holds: Dyrk1A ADPGlo, KCNK3 inh, ANO1 activ, KCNK9 block, KCNQ1 pot, KCNQ1 inh, TRPC4 act, TMEM16A inh, TRPC4 potent, hERG protect, HDAC3 inh
(1) COc1ccc(-c2cn[nH]c2-c2ccc(OC)cc2)cc1
    40, i, i, i, i, i, i, i, i, -10, -1
(2) Cc1occc1-c1nnc(SCC(=O)NC2CCCC2)n1-c1ccccc1
    -3, i, i, i, i, i, i, i, i, 1, -5
(3) COc1ccc(NC(=O)COC(=O)c2ccc(O)cc2)c([N+](=O)[O-])c1
    -2, i, i, i, i, i, i, i, i, -12, -2
(4) CC1=NN(C(C#N)c2ccccc2C)C(c2ccccc2)C1 (configuration not stated)
    -2, i, i, i, i, i, i, i, i, -4, -1
(5) Brc1ccc(-c2cn3ccccc3n2)s1
    13, i, i, i, i, i, i, i, i, -9, 3
(6) CC(NC(=O)COC(=O)c1cc(=O)[nH]c2ccccc12)c1ccccc1 (configuration not stated)
    1, i, i, i, i, i, i, i, i, -5, -2
(7) Cc1ccc2c(CSc3nc4ccccc4c(=O)n3CCCO)cc(=O)oc2c1C
    4, i, i, -7.4*, i, i, i, i, i, -11, 12
(8) Cc1ccc2c(c1)N(C(=O)CCC(=O)NCCCN1CC(C)CC(C)C1)CCO2 (configuration not stated)
    2, i, i, i, i, i, i, i, i, -4, 9
(9) CC1CC(C)CN(c2ccc(-n3cnnn3)cc2[N+](=O)[O-])C1 (configuration not stated)
    -4, i, i, i, i, i, i, i, i, -1, ?
(10) Clc1ccc(/C=C/c2nc3ccccc3[nH]2)cc1
    4, i, i, i, i, i, i, i, i, -7, -62
(11) CN(C)S(=O)(=O)c1ccc(S(=O)(=O)N2CCN(CCC#N)CC2)cc1
    15, i, i, i, i, i, i, i, i, -6, 1
(12) O=C(COC(=O)/C=C/c1cccc(Br)c1)NCCC1=CCCCC1
    2, i, i, i, i, i, i, i, i, -3, 0
(13) COc1cc(CNCc2ccccn2)ccc1OCc1ccccc1Cl
    2, i, i, i, i, i, i, i, i, -13, -1
(14) CC(C)NC(=O)CN1CCC(c2nc3ccccc3[nH]2)CC1
    -6, i, i, i, i, i, i, i, i, -5, -10
(15) CCOC(=O)C1(c2ccccc2)NC(c2ccccc2C)C2C(=O)N(c3ccc4c(c3)OCO4)C(=O)C21 (configuration not stated)
    7, i, i, i, i, i, i, i, i, -5, 6
(16) CCOC(=O)N1CCN(/C=C(\C#N)c2nc3ccccc3s2)CC1
    17, i, i, i, i, i, i, i, i, -14, 4
(17) c1ccc2c(c1)CCN(C1CCCCC1)C2
    1, i, i, i, i, i, i, i, i, -8, -2
(18) Cc1ccc(NC(=O)CCN2C(=O)c3cccc4cccc(c34)C2=O)cc1
    -2, i, i, i, i, i, i, i, i, 0, -4
(19) CCOC(=O)c1c(S(=O)(=O)NCc2ccc(C)o2)c(C)n(C)c1C
    4, i, i, i, i, i, i, i, i, -4, -6
(20) Cc1ccc(S(=O)(=O)N2CCC(C(=O)OCC(=O)N(C)C3CCCCC3)CC2)cc1C
    -9, i, i, i, i, i, i, i, i, -17, 2
(21) CCOc1cc(/C=C2\SC(=S)N(N3CCOCC3)C2=O)ccc1O
    18, i, i, i, i, i, i, i, i, -4, -2
(22) CCN1CCOC(CC(=O)Nc2ccc([N+](=O)[O-])cc2)C1=O (configuration not stated)
    -4, i, i, i, i, i, i, i, i, -8, 6
(23) CCc1ccc(CNC(=O)CCC(=O)N2Cc3cccc(OC)c3Oc3ncccc32)cc1
    -5, i, i, i, i, i, i, i, i, -6, 1
(24) COc1ccc(-c2noc(N3CCC(C(=O)NCCCN4CCC(C)CC4)CC3)n2)cc1
    8, i, i, i, i, i, i, i, i, -4, -3
(25) Cc1ccc(C)c(NC(=S)NCc2ccccc2)c1
    ., i, i, i, i, i, i, i, i, -12, 1
(26) C=CCN1C(=NC(=O)COc2ccc(Cl)cc2)SC2CS(=O)(=O)CC21 (configuration not stated)
    0, i, i, i, i, i, i, i, i, -1, 3
(27) O=C(Nc1ccccc1)/C(=C\c1cccs1)NC(=O)c1ccccc1
    -2, i, i, i, i, i, i, i, i, -4, 2
(28) COc1cccc(-c2cc(C(F)(F)F)nc(N3CCC(C)CC3)n2)c1
    3, i, i, i, i, i, i, i, i, 5.1*, -5
(29) Nc1nonc1C(=O)NCCNCc1ccccc1OCc1ccc(F)cc1
    -8, i, i, i, i, i, i, i, i, -10, 3
(30) CC(=O)c1c(COC(=O)c2ccccc2Cl)nc2ccccc2[n+]1[O-]
    ., i, i, i, i, i, i, i, i, -7, -10
(31) COc1ccc(-n2c(SCC(=O)N3CCOCC3)nc(O)c(Cc3ccccc3)c2=O)cc1
    3, i, i, i, i, i, i, i, i, -4, 4
(32) O=C(O)CN1C(=O)/C(=C\c2cn(-c3ccccc3)nc2-c2ccccc2)SC1=S
    -9, i, i, i, i, i, i, i, i, -13, 7
(33) COc1ccc(NC(=O)C2C3CCC(O3)C2C(=O)O)cc1OC (configuration not stated)
    -3, i, i, i, i, i, i, i, i, -3, 8
(34) Cn1c(=O)c(Cc2ccccc2)c(O)c2ccccc21
    6, i, i, i, i, i, i, i, i, -7, -2
(35) N#Cc1sc2nc(-c3ccccc3)cc(C(F)(F)F)c2c1N
    -7, i, i, i, i, i, i, ., i, -13, .
(36) C/C(=N\NC(=O)c1ccccc1)c1nc2ccccc2n1C
    -3, i, i, i, i, i, i, i, i, -3, -1
(37) CCC(C(=O)NCCc1ccc(C)cc1)n1nc(C)c2c(C)n(-c3ccccc3)nc2c1=O (configuration not stated)
    -8, -9.4*, i, i, i, i, i, i, i, -5, 3
(38) O=C(Nc1cc(C(F)(F)F)ccc1N1CCCC1)C1=COCCO1
    -6, i, i, i, i, i, i, i, i, -15, ?
(39) Fc1ccc(C2CC(c3ccccc3)n3ncnc3N2)cc1 (configuration not stated)
    6, i, i, i, i, i, i, i, i, -7, -1
(40) CCOc1ccc(C2/C(=C(/O)c3ccc(OC)cc3)C(=O)C(=O)N2c2cc(C)on2)cc1OC (configuration not stated)
    2, i, i, i, i, i, i, i, i, -8, -6
(41) Clc1ccc(OCc2nnc(SCc3nc4ccccc4[nH]3)n2Cc2ccco2)cc1
    8, i, i, i, i, i, i, 25*, i, -9, 1
(42) CC(C)CCNC(=O)CCC(=O)NNc1nc2ccccc2c2nc(-c3ccccc3)nn12
    -3, i, i, i, i, i, i, i, 23*, -9, 3
(43) CCCOC(=O)C1=C(C)N(C)C(=O)NC1c1cc2c(cc1[N+](=O)[O-])OCO2 (configuration not stated)
    -3, i, i, i, i, i, i, i, i, -1, 7
(44) CCC(=O)OCC(=O)N=c1sccn1Cc1ccccc1Cl
    0, i, i, i, i, i, i, i, i, -9, 9
(45) CCOP(=O)(OCC)C(C)(C)NC(=O)c1cc([N+](=O)[O-])cc([N+](=O)[O-])c1
    1, i, i, i, i, i, i, i, i, -10, 5
(46) CC(C)(C)c1ccc(-c2cc(N)n[nH]2)cc1
    10, i, i, i, i, i, i, i, i, -14, .
(47) C1CSC2(N1)C1CC3CC(C1)CC2C3 (configuration not stated)
    -2, i, i, i, i, i, i, i, i, -7, 5
(48) O=C(CN1C(=O)CSc2ccccc21)N/N=C/c1ccco1
    -9, i, i, i, i, i, i, i, i, -3, -3
(49) N#Cc1nc(-c2ccco2)oc1N1CCC(Cc2ccccc2)CC1
    5, i, i, i, i, i, i, i, i, -10, -7
(50) Fc1ccc(-n2c(Cc3cccs3)n[nH]c2=S)cc1Cl
    -6, i, i, i, i, i, i, i, i, -8, -7
(51) Cc1sc(N/N=C/c2cccnc2)nc1-c1ccccc1
    6, i, i, i, i, i, i, i, i, -4, -6
(52) Cc1ccc(-c2cn(-c3ccccc3)c(SCC(=O)NC3CCS(=O)(=O)C3)n2)cc1C (configuration not stated)
    0, i, i, i, i, i, i, i, i, -2, -4
(53) CCC(C(=O)NCc1ccco1)n1nc(-c2ccc(OC)cc2)ccc1=O (configuration not stated)
    -2, i, i, i, i, i, i, i, i, -10, 3
(54) CC(=O)c1cccc(NC(=O)CN2C(=O)COc3ccc(Cl)cc32)c1
    2, i, i, i, i, i, i, i, i, 0, 7
(55) Cc1ccnc(NS(=O)(=O)c2ccc(NC(=O)c3ccc(Br)o3)cc2)n1
    4, i, i, i, i, i, i, i, i, -16, 4
(56) CCOc1ccc(NC(=O)CSc2nc3ccccc3c(=O)n2Cc2cccs2)cc1
    14, i, i, i, i, i, i, i, i, -3, 4
(57) CCCCCCCNC(=O)C1(CC2CC(c3ccc(Cl)cc3)=NO2)CCN(C(=O)C2(C)CC2)CC1 (configuration not stated)
    -11, i, i, i, i, i, i, i, i, -12, 16
(58) O=C(CSc1nnnn1C1CCCCC1)Nc1ccc2c(c1)OCO2
    -3, i, i, i, i, i, i, i, i, -5, 0
(59) Cc1ccc(C)n1-c1ccc(C(=O)NCC2CCCO2)cc1 (configuration not stated)
    -12, i, i, ., ., ., ., i, ., ., 1
(60) COc1c(C=O)c(CCN(C)C(=O)c2ccc(F)cc2)cc2c1OCO2
    -5, i, i, i, i, i, i, i, i, -5, .
(61) Cc1ccc(S(=O)(=O)N2CCOCC2)cc1C(=O)NC1CCCCC1
    7, i, i, i, i, i, i, i, i, -8, 0
(62) COc1cccc(CN2CC(C(=O)N(C)Cc3[nH]c4ccccc4c3C)CCC2=O)c1 (configuration not stated)
    7, i, i, i, i, i, i, i, i, -10, 6
